Screening results: PubChem BioAssay, National Center for Advancing Translational Sciences (NCATS)
Pin1 inh – blocks the human prolyl isomerase Pin1; Pin1 FP peptide displacement, HiFluor488, 10 min; Potency, µM (series often up to 115 µM), for inactives: at the highest dose activity, negative = inhibition, most hits filed as inhibitors; AID 504891; Q13526; 390,000 tested, 0.009% active; active means well fitted inhibition curve with a large enough effect in the polarisation, with a control signal flat, not every such curve was filed as active; inconclusive means small, poorly fitted or top-dose-only effect, or effect the other way, or a change in a side signal; inactive means no such curve, though single readings can be large or run the other way; the % refers to the polarisation; further: on the % scale 0 is the no-effect control and ±100 the full control effect
ERG-DNA inh – blocks human ERG Ets domain binding to DNA | P11308 | Potency, µM (titrated, usually from 76.9 µM), for the others: at the highest dose FP activity, negative = inhibition, actives largely listed as inhibitors | 370,000 tested, 0.028% active | AID 624246 | fluorescence polarization, His-ERG Ets domain / labelled DNA; active means well fitted inhibition curve with a large enough effect in the polarisation, with a control signal flat; inconclusive means small, poorly fitted or top-dose-only effect, or effect the other way, or a change in a side signal; inactive means no such curve, though single readings can be large or run the other way; the % refers to the polarisation;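 further: polarization taken with two DNA probes labelled with fluorescein and Texas red; % of control where 0% means no effect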
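His-tagged ERG Ets domain (1 uM in the protein solution; 300mM KCl, 50mM Tris-HCl, 1mM EDTA, 1mM DTT, pH 7.5) received compound, then a probe mix of 5 nM fluorescein-DNA and 100nM Texas-615-DNA. Fluorescence polarization was read for both dyes.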
Tb PGK inh – inhibitors of T. brucei phosphoglycerate kinase; PGK/GAPDH coupled, Kinase-Glo luminescence, 60 min; P07378; AID 602233; Potency, µM (highest dose often 57.5 µM), for inactives: top-dose activity change, negative = inhibition, usual class: inhibitors; 380,000 tested, 0.043% active; further: on the % scale 0 is the no-effect control and ±100 the full control effect; nearly all actives have a fitted effect of over 60% in size
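Recombinant glycosomal PGK reaction used 1,3-bisphosphoglycerate generated in-well by GAPDH (100nM final) in 100mM TEA pH 7.6, 5mM MgCl2, 0.01% Tween-20. After 60 minutes at room temperature, ATP was read by Kinase-Glo Plus luminescence end-point.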
JMJD2A Tudor – blocks the human JMJD2A Tudor domain. O75164. AlphaScreen JMJD2A-Tudor / H3K4me3 peptide binding. Potency, µM (highest dose often 114 µM), for inactives: at the top dose activity change, negative = inhibition, most hits filed as inhibitors. 390,000 tested, 4.4% active; further: on the % scale 0 is the no-effect control and ±100 the full control effect; nearly all actives have a fitted effect of over 50% in size
HP1b chromo inh – inhibitors of HP1-beta chromodomain binding to methylated histone tails; P83916; AlphaScreen HP1-beta / biotin-H3K9me3 peptide binding; Potency, µM (highest dose often 114 µM), inactives show at the top dose activity change, negative = inhibition, usual class: inhibitors; 390,000 tested, 0.56% active; AID 540317; further: nearly all actives have a fitted effect of over 70% in size; inactives centre near 23
Target sequence (P83916 whole entry, looked up): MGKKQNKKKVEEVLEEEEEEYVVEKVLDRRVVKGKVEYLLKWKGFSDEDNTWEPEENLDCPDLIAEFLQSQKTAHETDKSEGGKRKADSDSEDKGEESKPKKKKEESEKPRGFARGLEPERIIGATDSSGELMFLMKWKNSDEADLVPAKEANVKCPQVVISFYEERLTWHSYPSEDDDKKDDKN
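AlphaScreen: HP1-beta (50 nM) preformed 30 min with biotin-H3(1-18)K9me3 peptide (50 nM) in PBS pH 7.4, 0.01% Tween-20. Compound added for 30 min at RT, then streptavidin donor/nickel chelate acceptor beads (10 ug/mL) for 30 min.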
GLS inhibitor – blocks human kidney-isoform glutaminase activity. 410,000 tested, 0.21% active. Potency, µM (top dose mostly 45.5 µM), inactives show top-dose activity change, negative = inhibition, usual class: inhibitors. O94925. GLS enzymatic activity, qHTS titration; further: on the % scale 0 is the no-effect control and ±100 the full control effect
Target sequence (O94925 whole entry, looked up, canonical isoform): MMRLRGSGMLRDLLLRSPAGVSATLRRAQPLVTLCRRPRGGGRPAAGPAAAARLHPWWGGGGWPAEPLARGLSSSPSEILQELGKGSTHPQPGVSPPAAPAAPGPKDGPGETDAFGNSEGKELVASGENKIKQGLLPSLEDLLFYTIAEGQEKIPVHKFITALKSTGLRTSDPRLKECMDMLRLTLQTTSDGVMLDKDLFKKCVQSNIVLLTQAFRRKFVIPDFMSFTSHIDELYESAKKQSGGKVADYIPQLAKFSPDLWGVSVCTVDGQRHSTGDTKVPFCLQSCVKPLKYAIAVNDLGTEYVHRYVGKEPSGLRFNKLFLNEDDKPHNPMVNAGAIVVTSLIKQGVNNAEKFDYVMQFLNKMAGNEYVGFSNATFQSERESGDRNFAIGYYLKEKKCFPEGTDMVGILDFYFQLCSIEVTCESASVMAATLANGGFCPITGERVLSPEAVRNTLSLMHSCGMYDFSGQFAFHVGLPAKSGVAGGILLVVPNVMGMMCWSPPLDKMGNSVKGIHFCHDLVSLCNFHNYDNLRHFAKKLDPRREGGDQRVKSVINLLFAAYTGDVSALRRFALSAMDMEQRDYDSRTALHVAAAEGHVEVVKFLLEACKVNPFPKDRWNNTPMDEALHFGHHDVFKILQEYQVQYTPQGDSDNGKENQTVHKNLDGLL
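hKGA; 45 mM KH2PO4 pH 8.2 + 0.02% Tween-20; cpd via pin tool; 1 mM Gln soln; GluOx/HRP/Amplex Red; RT 30 min; fluor. t0 & final.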
ALOX12 inh – blocks human arachidonate 12S-lipoxygenase | Potency, µM (highest dose often 108 µM), without a hit: at the highest dose activity change, negative = inhibition, most hits filed as inhibitors | P18054 | purified 12hLO, xylenol orange hydroperoxide absorbance | 580,000 tested, 1.1% active; further: on the % scale 0 is the no-effect control and ±100 the full control effect
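Hydroperoxide product was detected by ferrous iron/xylenol orange as the 573 to 405 nm absorbance ratio. Arachidonic acid at 40 uM (final) was turned over for 30 min at room temperature by 150 nM human 12hLO, pH 7.0 Hepes buffer, after 15 min compound preincubation.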
RGS4 inh – inhibitors of human regulator of G protein signaling 4; 390,000 tested, 0.039% active; P49798; Potency, µM (highest dose often 114 µM), without a hit: at the highest dose activity change, negative = inhibition, actives largely listed as inhibitors; Transcreener GDP fluorescence polarization, RGS4-accelerated GTP hydrolysis; AID 504845; further: on the % scale 0 is the no-effect control and ±100 the full control effect; nearly all actives have a fitted effect of over 75% in size; some results filed as inactive show a strong effect at the top dose
Target sequence (P49798 whole entry, looked up): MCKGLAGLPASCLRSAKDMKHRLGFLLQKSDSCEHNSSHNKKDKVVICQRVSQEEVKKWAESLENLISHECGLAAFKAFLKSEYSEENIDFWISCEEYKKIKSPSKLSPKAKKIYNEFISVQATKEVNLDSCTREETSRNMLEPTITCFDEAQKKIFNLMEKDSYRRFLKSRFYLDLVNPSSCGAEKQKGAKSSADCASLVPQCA
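MLSMR compounds (23 nl, pin-transferred) preincubated 10 min at room temperature with a 500nM (2x) first reagent, then RGS4 at 900nM (2x) plus Transcreener GDP mix added; fluorescence polarization (620/688 nm) read before and after 90 min at 30 °C.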
TrxR1 inh – rat TrxR1 inhibition. O89049. 390,000 tested, 1% active. recombinant rTrxR1, NADPH fluorescence consumption, selenite substrate. Potency, µM (titrated, usually from 114 µM), for inactives: top-dose activity change, negative = inhibition, most hits filed as inhibitors; further: on the % scale 0 is the no-effect control and ±100 the full control effect; nearly all actives have a fitted effect of over 65% in size
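Rat TrxR1 (90 nM in the dispensed reagent) was pre-reduced with 400 uM NADPH for 5 min at room temperature, then incubated with compound for 15 min. After 400 uM selenite was added, NADPH fluorescence (Ex 340/Em 450 nm) was followed for 8 min.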
Active calls of the source: *; i = inactive; ? = inconclusive; · = not tested or not shown; & = joins results of further samples; [ ] = dose if it differs, or a comment. Unless noted, the call rests on the fitted dose curve; in most records, active means well fitted curve in the direction sought with a large enough effect; inconclusive means small, poorly fitted or top-dose-only effect, or another doubt; inactive means no such curve, though single readings can be large; an effect the other way counts as inactive or inconclusive. Potency means the concentration at half of the fitted maximal effect. An excerpt, so the mix of outcomes need not match the whole.

| Pin1 inh | structure | ERG-DNA inh | Tb PGK inh | JMJD2A Tudor | HP1b chromo inh | GLS inhibitor | ALOX12 inh | RGS4 inh | TrxR1 inh |
| --- | --- | --- | --- | --- | --- | --- | --- | --- | --- |
| -2% | Fc1ccc(N2CCN(c3nc4ccccc4c4nc(-c5ccccc5)nn34)CC2)cc1 | 2% | -12% | -10% | 11% | -10% | -22% | 14% | 19% |
| -2% | CC(=O)Nc1ccc(Oc2nc(C)cc(C)n2)cc1 | -10% | -1% | -2% | 21% | -11% | 17% | -5% | 11%[57.1 µM] |
| 5% | COc1ccc(N(C(=O)c2ccncc2)S(=O)(=O)c2cccs2)cc1 | -9% | -1% | -10% | 30% | -2% | 0% | 9% | ? |
| -1% | Cc1ccc(S(=O)(=O)N(C)C)cc1NC(=O)Nc1c(-c2ccccc2)noc1C | -8% | -3% | -11% | 19% | 1% | 22% | -3% | 9% |
| 30% | COc1ccc(CCNC(=O)c2cc3c(s2)-c2c(C)cccc2OC3)c(OC)c1 | 2% | 5% | 29% | 66%[activator] | 2% | 1% | 26% | 28% |
| -7% | O=C(Oc1ccc(-c2csnn2)cc1)C1CC1 | -1% | -1% | 7% | 30% | 0% | 2% | -1% | 15% |
| 7% | COc1ccc(S(=O)(=O)NCC(c2cccnc2)N2CCN(c3ccccc3)CC2)cc1C (configuration not stated) | -8% | 3% | ? | -13% | 24% | 7% | 8% | -10% |
| 2% | CC(=O)c1ccc(Oc2cc(C)nc(N3CCOCC3)n2)cc1 | -1% | -10% | -6% | 25% | 1% | -9% | 13% | -7% |
| -10% | O=C(O)c1cc([N+](=O)[O-])ccc1Nc1ccccc1 | 6% | 1% | -17% | -11% | 3% | -3% | -14% | -21% |
| 14% | O=C(NCc1ccco1)c1ccc(Cn2c(=O)c3sccc3n(Cc3cccc(F)c3)c2=O)cc1 | -6% | 1% | -19% | 33% | 0% | -17% | ? | 3% |
| 2% | Cc1ccc(C)c(CSc2nnc(C)c(=O)n2N)c1 | 10% | i | 8% | 33% | 0% | 1% | -17% | 25%[57.1 µM] |
| 0% | Cc1[nH]n(C(N)=S)c(=O)c1N=Nc1cc(-c2ccc(Br)cc2)[nH]n1 | 1% | -9% | ? | ? | 23% | ? | -25% | -3%[57.1 µM] |
| -6% | COc1ccc(N2C(=O)CCC(C(=O)NCc3ccccn3)C2c2ccc(OC)c(OC)c2)cc1 (configuration not stated) | 3% | -8% | -25% | 42%[activator] | 1% | -19% | -8% | -4%[57.1 µM] |
| -6% | CC1=C(C(=O)N2CCOCC2)C(c2c(F)cccc2F)NC(=O)N1 (configuration not stated) | -5% | -1% | -5% | 20% | 8% | -8% | -6% | 8% |
| 0% | COc1cc(/C=N/NC(=O)C(=O)NCC2CCCO2)cc(Cl)c1O (configuration not stated) | 5% | 0% | -8% | 18% | 86%[activator] | 10% | -16% | -10% |
| -2% | CC1=CC(=O)O[C@@H]1[C@@]1(C)C[C@H]2OC(=O)C[C@H]3[C@@H](C)C(=O)C(O)=C1[C@@]23CO | 11% | i | -15% | 11% | 41%[activator] | -1% | -7% | -4% |
| 0% | CCOC(=O)c1c(N)c(C#N)c2n1CCCC2 | 1% | i | -22% | 8% | 8% | 0% | -17% | 12%[57.1 µM] |
| 41%[activator] | Cc1ccc(CN(C(=O)Cn2nnc3ccccc32)C(C(=O)NCc2ccco2)c2cccs2)cc1 (configuration not stated) | 0% | -2% | -34% | 11% | -12% | 0% | -41% | 6%[57.1 µM] |
| 14% | COC(=O)c1sccc1NC(=O)CSc1ccccc1NS(=O)(=O)c1ccc(Br)cc1 | -2% | -2% | -15% | 30% | 7% | -20% | 23% | 9% |
| ? | CCOC(=O)c1cnn(-c2ccc(C)cc2)c1N | 0% | 2% | 9% | 24% | -11% | -24% | 0% | -2% |
| -4% | CCNc1nnc(-c2ccncc2)s1 | -6% | -1% | -4% | 23% | 4% | 0% | 25% | 23%[57.1 µM] |
| 11% | CC(=O)c1cccc(NC(=O)COc2ccccc2C(=O)c2cc(C#N)c(=O)n(C3CCCCC3)c2)c1 | -1% | 2% | -10% | 29% | 3% | 13% | 22% | -7% |
| ? | O=C(Nc1cccc(-c2nc3cc(Cl)ccc3o2)c1)c1cc([N+](=O)[O-])ccc1N1CCOCC1 | 2% | -1% | -6% | 18% | -1% | -58%&0% | -27% | 12% |
| -4% | CS(=O)(=O)c1cccc(-c2csc(N3CCC(C(N)=O)CC3)n2)c1 | · | i | -14% | 27% | -5% | 12% | -9% | 9% |
| -1% | COc1ccc(CCNC(=O)C2CCCN(S(=O)(=O)c3ccc(F)cc3)C2)cc1 (configuration not stated) | -3% | -5% | 3% | 13% | -4% | 4% | -8% | -7% |
| -6% | COc1ccc(C(=O)O/N=C(\N)c2ccncc2)cc1OC | -21% | i | -3% | 33% | -9% | -23% | -30% | -9% |
| -8% | CCOC(=O)c1[nH]cnc1C(=O)NC1CCCCC1 | -4% | 13% | 4µM* | 10% | 16% | 13% | 18% | 10%[57.1 µM] |
| -11% | CCOn1c(SC(C)C)nc2ccccc2c1=O | -10% | -9% | 30% | 63%[activator] | -2% | 0% | -30% | -16% |
| 1%&-1% | CCc1nonc1NC(=O)c1oc2cc(C)c(C)cc2c1C | 3%&-2% | -3%&0% | 0%&-2% | 26%&52% | 13%&1% | 2%&-2% | -2%&-23% | 4%&-13% |
| -8% | COC(=O)c1ccc(S(=O)(=O)N2CCCCC2)o1 | -2% | i | -2% | 13% | -14% | -14% | -11% | 16% |
| ? | Nc1cc(N)c(OCC(F)(F)F)cc1OCC(F)(F)F | -16% | 1% | ? | ? | -3% | · | -52% | 0.32µM* |
| 8% | COc1ccc(F)cc1S(=O)(=O)NC(Cc1ccccc1)C(N)=O (configuration not stated) | 8% | -14% | -8% | 45%[activator] | 5% | 13% | -28% | -3% |
| -17% | C=CCOc1ccc(-c2nc3c(c(=O)[nH]c(=O)n3Cc3ccccc3)n2CCCOC)cc1 | 0% | 3% | -25% | 19%[57 µM] | -2% | -15%&-1% | -34% | 6% |
| 7% | CCc1nc(NC(C)(C)C)c2cnn(-c3ccccc3)c2n1 | 19% | -10% | 19% | 101%[activator] | -18% | 6% | -33% | -6% |
| -5% | O=C(c1ccc(C23CC4CC(CC(C4)C2)C3)o1)N1CCOCC1 | -11% | -5% | -15% | -2% | -2% | 21% | -10% | 20% |
| -4% | COc1ccc(CNC(=O)C2(C)Cc3ccccc3C(=O)O2)cc1 (configuration not stated) | 3% | · | -10% | 29% | -5% | -6% | 2% | 31% |
| -1% | CCOC(=O)c1c(NS(=O)(=O)Cc2ccccc2)sc2c1CCCC2 | 4% | 0% | -19% | 25% | 10% | ? | -39% | -19% |

In the list so far, these have an aryl methoxy group:
| Pin1 inh | structure | ERG-DNA inh | Tb PGK inh | JMJD2A Tudor | HP1b chromo inh | GLS inhibitor | ALOX12 inh | RGS4 inh | TrxR1 inh |
| --- | --- | --- | --- | --- | --- | --- | --- | --- | --- |
| 5% | COc1ccc(N(C(=O)c2ccncc2)S(=O)(=O)c2cccs2)cc1 | -9% | -1% | -10% | 30% | -2% | 0% | 9% | ? |
| 30% | COc1ccc(CCNC(=O)c2cc3c(s2)-c2c(C)cccc2OC3)c(OC)c1 | 2% | 5% | 29% | 66%[activator] | 2% | 1% | 26% | 28% |
| 7% | COc1ccc(S(=O)(=O)NCC(c2cccnc2)N2CCN(c3ccccc3)CC2)cc1C (configuration not stated) | -8% | 3% | ? | -13% | 24% | 7% | 8% | -10% |
| -6% | COc1ccc(N2C(=O)CCC(C(=O)NCc3ccccn3)C2c2ccc(OC)c(OC)c2)cc1 (configuration not stated) | 3% | -8% | -25% | 42%[activator] | 1% | -19% | -8% | -4%[57.1 µM] |
| 0% | COc1cc(/C=N/NC(=O)C(=O)NCC2CCCO2)cc(Cl)c1O (configuration not stated) | 5% | 0% | -8% | 18% | 86%[activator] | 10% | -16% | -10% |
| -1% | COc1ccc(CCNC(=O)C2CCCN(S(=O)(=O)c3ccc(F)cc3)C2)cc1 (configuration not stated) | -3% | -5% | 3% | 13% | -4% | 4% | -8% | -7% |
| -6% | COc1ccc(C(=O)O/N=C(\N)c2ccncc2)cc1OC | -21% | i | -3% | 33% | -9% | -23% | -30% | -9% |
| 8% | COc1ccc(F)cc1S(=O)(=O)NC(Cc1ccccc1)C(N)=O (configuration not stated) | 8% | -14% | -8% | 45%[activator] | 5% | 13% | -28% | -3% |
| -4% | COc1ccc(CNC(=O)C2(C)Cc3ccccc3C(=O)O2)cc1 (configuration not stated) | 3% | · | -10% | 29% | -5% | -6% | 2% | 31% |

Just GLS inhibitor, JMJD2A Tudor and Pin1 inh (2 entries from above):
SMILES	GLS inhibitor	JMJD2A Tudor	Pin1 inh
COc1ccc(CCNC(=O)C2CCCN(S(=O)(=O)c3ccc(F)cc3)C2)cc1 (configuration not stated)	-4%	3%	-1%
COc1ccc(C(=O)O/N=C(\N)c2ccncc2)cc1OC	-9%	-3%	-6%
